# Compound activity (PubChem BioAssay)
# M. tuberculosis = growth inhibition of non-replicating M. tuberculosis (AID 488890); 0.39% of 320,000 active; Mycobacterium tuberculosis non-replicating, growth inhibition; higher % means a stronger effect; inhibition, % at 25 µM, or IC50 in µM where a hit was titrated; in the data active means a potency from the dose series; inconclusive means inhibition mostly from about 82% at the one dose, without a potency; inactive means the rest, 99 in 100 with inhibition below about 76%;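 further: plate controls were DMSO cells for no effect and high antibiotic wells for full effect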
# VEEV TC-83 Vero = inhibitors of VEEV TC-83 cytopathic effect, confirmation, Vero cells (AID 588727). Vero cells, VEEV TC-83 cytopathic effect inhibition; higher % means a stronger effect. inhibition, % at 20 µM, or IC50 in µM where a hit was titrated. 0.13% of 350,000 active; in the data active means a potency from the dose series; inconclusive means inhibition mostly from about 14% at the one dose, without a potency; inactive means the rest, 99 in 100 with inhibition below about 12%; further: strong numbers were not always called active
# Salmonella PhoP GFP = PhoP regulon inhibitors, Salmonella typhi PhoP promoter GFP reporter, confirmatory (AID 1850); Salmonella Typhi PhoP-promoter GFP reporter, fluorescence, 4 h; higher % means a stronger effect; 0.33% of 310,000 active; inhibition, % at 50 µM; hits with a dose series show IC50 in µM; in the data active means a potency from the dose series; inconclusive means inhibition mostly from about 25% at the one dose, without a potency; inactive means the rest, 99 in 100 with inhibition below about 19%;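 further: 0% = induced wells with vehicle and 100% = uninduced wells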
# M. tuberculosis HTS = M. tuberculosis growth inhibition, HTS (AID 449762) | one-dose inhibition, % at 25 µM; IC50 in µM for titrated hits | M. tuberculosis H37Rv growth inhibition, 7H9 media; higher % means a stronger effect | 0.59% of 330,000 active; in the data active means a potency from the dose series; inconclusive means inhibition above about 70% without an active follow-up result;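 further: bacterial growth assessed after seven days of incubation; strong numbers were not always called active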
# H1N1 NS1A inhibition = H1N1 influenza NS1A inhibitors, functional cell based assay (AID 504329); inhibition, % at 12.5 µM; hits with a dose series show IC50 in µM; NS1A functional cell-based assay, percent inhibition; higher % means a stronger effect; 0.3% of 340,000 active; in the data active means a potency from the dose series; inconclusive means inhibition above about 27% without an active follow-up result; further: strong numbers were not always called active
# VEEV TC-83 Vero 10K pilot screen = also measured in VEEV TC-83 Vero; calls as there; inhibition, %; measured here: 10K pilot screen inhibition
# Starred values were filed as active, the others as inactive; i = inactive; ? = inconclusive; / = not tested or not shown.
SMILES,M. tuberculosis,VEEV TC-83 Vero,Salmonella PhoP GFP,M. tuberculosis HTS,H1N1 NS1A inhibition,others
N#Cc1cc(S(=O)(=O)c2ccc(Cl)cc2)c(N)[nH]c1=O,45%,2.0%,-10%,1%,-15%,
C=CCSc1nnc(-c2ccc([N+](=O)[O-])cc2)o1,?,i,-3%,?,0%,
C/C(=N\NC(=O)c1ccc(CSc2nncn2C)cc1)c1cccs1,30%,0.7%,-6%,3%,7%,
Clc1ccc(-c2nnc(-c3ccc(Br)cc3)c(N3CCSCC3)n2)cc1,24%,3.1%,1%,-4%,-5%,
Cc1cccc2sc(NS(C)(=O)=O)nc12,-3%,3.1%,-7%,-1%,7%,
CC(C)N1CCc2c(sc(NC(=O)c3nc4ccccc4s3)c2C(N)=O)C1,78%,11%,-2%,?,-3%,
COc1cc(/C=C2/C(=O)N(c3ccc(Br)cc3)N=C2C)cc(OC)c1OC,/,0.9%,/,/,4%,
Cc1ccc(/C=N/NC(=O)CNC(=O)Cc2ccccc2)o1,-5%,3.7%,-3%,-2%,-1%,
COc1cc(C(=O)N/N=C(\C)Cn2nc([N+](=O)[O-])cc2C)ccc1O,-1%,2.9%,-5%,3%,-5%,
CCN(Cc1ccccc1)S(=O)(=O)c1ccc(C(=O)N(CCCN(C)C)c2nc3cc(C)cc(C)c3s2)cc1,47%,i,13%,?,17%,
CCC/C(O)=C1\C(=O)CC(c2ccccc2)CC1=NC(C)C(=O)O (stereo not drawn),15%,0.3%,-7%,2%,-1%,
N#C/C(=C(O)\C=C\c1ccccc1)c1nc2ccccc2[nH]1,61%,3.1%,9%,6%,-13%,
C[C@H]1CN([C@@H](C)CO)C(=O)c2cc(NC(=O)C3CCCCC3)ccc2O[C@H]1CN(C)C(=O)Nc1ccc2c(c1)OCO2,40%,0.2%,/,1%,5%,
CC1(C)COCN1C(=O)c1ccc(C#N)cc1,-3%,i,7%,-7%,-12%,
COc1ccc(CCNC(=O)C2CCN(S(=O)(=O)c3ccc(SC)cc3)CC2)cc1,2%,0.7%,1%,1%,-8%,

# Next part; the last two above are carried over.
SMILES,M. tuberculosis,VEEV TC-83 Vero,Salmonella PhoP GFP,M. tuberculosis HTS,H1N1 NS1A inhibition,others
CC1(C)COCN1C(=O)c1ccc(C#N)cc1,-3%,i,7%,-7%,-12%,
COc1ccc(CCNC(=O)C2CCN(S(=O)(=O)c3ccc(SC)cc3)CC2)cc1,2%,0.7%,1%,1%,-8%,
COc1cc(/C=C2/NC(=O)N(CC(=O)Nc3ccc(C)cc3)C2=O)ccc1Oc1ccc([N+](=O)[O-])cn1,-22%,0.3%,-1%,0%,3%,
O=C(CCC(=O)N1CCN(Cc2ccc(F)cc2)CC1)Nc1nnc(C(F)(F)F)s1,43%,i,3%,13%,7%,
O=c1cc(CSc2ccccn2)c2ccccc2[nH]1,4%,i,4%,8%,-1%,VEEV TC-83 Vero 10K pilot screen=1.7
COc1ccccc1CNC(=O)CN1C(=O)NC2(CCCc3sccc32)C1=O (stereo not drawn),7%,0.5%,/,1%,-1%,
O=C(CSc1nnc(NCc2ccccc2)s1)N1CCOCC1,-2%,1.0%,-6%,5%,29%,
CCN(C(=O)COC(=O)c1cc(-c2ccccc2)nc2ccc(Br)cc12)C1CCS(=O)(=O)C1 (stereo not drawn),-23%,i,-1%,10%,3%,
COc1ccc(NC(=O)c2cccnc2Sc2ccccc2)c(OC)c1,-14%,3.9%,-4%,-4%,1%,
NCCCP(=O)(O)CCc1ccccc1,-4%,0.1%,-6%,-2%,0%,
Cn1c(SCc2cccc(C(F)(F)F)c2)nnc1-c1ccco1,11%,6.6%,-8%,-6%,4%,
COCCNC(=S)N1CCN(c2nc(-c3cccc(OC)c3)cs2)CC1,-3%,3.6%,1%,7%,2%,
O=C(Nc1ccc(Cl)c(Cl)c1)N(Cc1cccnc1)Cc1ccco1,46%,1.3%,0%,21%,-17%,
CN1CCN(C(=O)CN(CCc2ccccc2)S(C)(=O)=O)CC1,-8%,0.5%,2%,-3%,0%,
CC(C)CN(C(=O)CSc1nnc2ccccn12)c1c(N)n(CC(C)C)c(=O)[nH]c1=O,5%,i,-3%,-8%,4%,
CC1CCCN(CCC(=O)c2ccc(Br)cc2)C1 (stereo not drawn),1.2µM*,1.2%,-7%,?,-10%,
NC(=O)c1nsc(C(=O)N(Cc2ccc(F)cc2)C(C(=O)NCC2CCCO2)c2ccc(O)cc2)c1N (stereo not drawn),/,i,/,/,2%,
CCCn1c(SCC(=O)Nc2nc3ccccc3s2)nc2c1c(=O)n(C)c(=O)n2C,-10%,3.8%,-1%,0%,5%,VEEV TC-83 Vero 10K pilot screen=1.1
Cc1ccc(NC(=O)C(C)Sc2nnc(C)n2C2CC2)cc1S(=O)(=O)N1CCOCC1 (stereo not drawn),0%,0.8%,/,-9%,-6%,
CCCCCCCCCCOC(=O)Cn1c(COc2cccc(C)c2)[n+](C)c2ccccc21,49%,8.1%,12µM*,65%,-9%,
Cc1ccc(NC(=O)COC(=O)c2sccc2C)cc1S(=O)(=O)N1CCOCC1,24%,3.2%,-6%,6%,11%,
CC(=O)Oc1ccc(-c2cccc(C(=O)NCCCO)c2)cc1,-17%,0.2%,9%,1%,3%,VEEV TC-83 Vero 10K pilot screen=1.5
CC1(C)Oc2ccc(C(=O)NC3CCCC3)cc2N(CC(=O)N2CCOCC2)C1=O,3%,3.2%,-2%,-7%,-4%,
C/C(=N\NC(=O)c1ccc2c(c1)OCO2)c1ccc(O)cc1,27%,0.1%,1%,-1%,-12%,
Cc1ccc(C(O)(CNCc2ccccc2)c2ccccc2)cc1 (stereo not drawn),10%,i,-6%,9%,-1%,
O=S(=O)(c1cc(Cl)ccc1Cl)N1CCNCC1,2%,i,-10%,-5%,-2%,
c1cncc(-c2ccc3ncnc(NCc4cccs4)c3c2)c1,58%,8.5%,/,1%,1%,
Cc1ccc(C(=O)N/C(=C\c2ccco2)C(=O)N2CC(C)OC(C)C2)cc1C (stereo not drawn),1%,2.2%,-4%,-2%,-10%,
COc1ccc(CC(NC(C)=O)C(=O)NC2CCN(S(=O)(=O)c3ccccc3)CC2)c(OC)c1 (stereo not drawn),20%,0.7%,-6%,8%,-8%,
CCCn1cc(NC(=O)c2cc(-c3ccccc3)on2)cn1,14%,2.5%,4%,-2%,-3%,
c1cc2c(cc1CN1CCNCC1)OCO2,-22%,i,7%,-7%,-14%,
Cc1nn2cc(-c3ccc(Cl)cc3)cnc2c1Cl,7%,i,-5%,6%,4%,

# Sorted by formula weight (ascending): part of the list above.
SMILES,M. tuberculosis,VEEV TC-83 Vero,Salmonella PhoP GFP,M. tuberculosis HTS,H1N1 NS1A inhibition,others
c1cc2c(cc1CN1CCNCC1)OCO2,-22%,i,7%,-7%,-14%,
Cc1nn2cc(-c3ccc(Cl)cc3)cnc2c1Cl,7%,i,-5%,6%,4%,
O=S(=O)(c1cc(Cl)ccc1Cl)N1CCNCC1,2%,i,-10%,-5%,-2%,
CCCn1cc(NC(=O)c2cc(-c3ccccc3)on2)cn1,14%,2.5%,4%,-2%,-3%,
C/C(=N\NC(=O)c1ccc2c(c1)OCO2)c1ccc(O)cc1,27%,0.1%,1%,-1%,-12%,
CC1CCCN(CCC(=O)c2ccc(Br)cc2)C1 (stereo not drawn),1.2µM*,1.2%,-7%,?,-10%,
CC(=O)Oc1ccc(-c2cccc(C(=O)NCCCO)c2)cc1,-17%,0.2%,9%,1%,3%,VEEV TC-83 Vero 10K pilot screen=1.5
Cc1ccc(C(O)(CNCc2ccccc2)c2ccccc2)cc1 (stereo not drawn),10%,i,-6%,9%,-1%,
Cc1ccc(C(=O)N/C(=C\c2ccco2)C(=O)N2CC(C)OC(C)C2)cc1C (stereo not drawn),1%,2.2%,-4%,-2%,-10%,
CC1(C)Oc2ccc(C(=O)NC3CCCC3)cc2N(CC(=O)N2CCOCC2)C1=O,3%,3.2%,-2%,-7%,-4%,
Cc1ccc(NC(=O)COC(=O)c2sccc2C)cc1S(=O)(=O)N1CCOCC1,24%,3.2%,-6%,6%,11%,
CCCn1c(SCC(=O)Nc2nc3ccccc3s2)nc2c1c(=O)n(C)c(=O)n2C,-10%,3.8%,-1%,0%,5%,VEEV TC-83 Vero 10K pilot screen=1.1
CC(C)CN(C(=O)CSc1nnc2ccccn12)c1c(N)n(CC(C)C)c(=O)[nH]c1=O,5%,i,-3%,-8%,4%,
Cc1ccc(NC(=O)C(C)Sc2nnc(C)n2C2CC2)cc1S(=O)(=O)N1CCOCC1 (stereo not drawn),0%,0.8%,/,-9%,-6%,
COc1ccc(CC(NC(C)=O)C(=O)NC2CCN(S(=O)(=O)c3ccccc3)CC2)c(OC)c1 (stereo not drawn),20%,0.7%,-6%,8%,-8%,

# Carrying on:
SMILES,M. tuberculosis,VEEV TC-83 Vero,Salmonella PhoP GFP,M. tuberculosis HTS,H1N1 NS1A inhibition,others
COc1ccc(C2/C(=C(/O)c3ccccc3)C(=O)C(=O)N2CO)cc1 (stereo not drawn),2%,0.3%,-2%,-1%,-5%,
CCOc1ccc(S(=O)(=O)N2CCC(C(=O)OC(C)C(=O)N3CCOCC3)CC2)cc1 (stereo not drawn),-15%,0.9%,7%,2%,0%,
CC1CN(S(=O)(=O)c2cccc(C(=O)N3CCC(C(N)=O)CC3)c2)CC(C)O1 (stereo not drawn),-8%,1.0%,/,-4%,-8%,
O=C(Nc1cccc(F)c1)NC1(C(=O)N2CCN3CCCC3C2)CCCCC1 (stereo not drawn),-10%,0.5%,-3%,-9%,5%,
COc1ccc2c(c1)C(C)=CC(C)(C)N2C(=O)Nc1ccccc1,36%,1.6%,-2%,-5%,0%,
O=C(Oc1ccc(-c2nnco2)cc1)N1CCCCC1,58%,0.3%,3%,0%,20%,
CCCN(C(=O)Cc1csc(-c2ccccc2)n1)C1CCS(=O)(=O)C1 (stereo not drawn),12%,0.2%,/,7%,-12%,
Cc1cc(NC(=O)CCN2CCN(Cc3ccccc3)CC2)ccc1Br,26%,i,5%,56%,-11%,
COc1ccccc1C(=O)NCCC(=O)NNC(=O)c1ccccc1O,11%,4.8%,1%,-10%,3%,
CC1CC(C)CN(CCOCCSc2ccc(Cl)cc2)C1 (stereo not drawn),i,i,-2%,-7%,5%,
O=C(NC1CCCCC1)c1cccc(Cn2cc(Cl)cn2)c1,24%,1.6%,-1%,-1%,-5%,
CCN(C(=O)CSc1n[nH]c(-c2cccs2)n1)C1CCS(=O)(=O)C1 (stereo not drawn),-5%,0.5%,2%,-6%,1%,
CCOC(=O)Cc1csc(NC(=O)C2C3C=CC(C3)C2C(=O)O)n1 (stereo not drawn),-5%,0.9%,-2%,0%,-4%,
CCOc1ccc(-c2nc(CSCC(=O)NCc3ccco3)c(C)o2)cc1,24%,3.5%,-7%,-4%,-15%,
CCn1c(C)nc2cc(C(=O)NNC(=S)Nc3ccc(C)cc3)ccc21,-8%,1.5%,14%,-2%,-14%,
COc1cccc(C2CC(c3ccc(C)cc3)=NN2C(=O)c2ccccc2F)c1OC (stereo not drawn),13%,2.4%,3%,5%,7%,
O=C(Nc1ccc2c(c1)OCO2)c1ccncc1,11%,1.0%,0%,1%,2%,
CC(O)CNc1nc(N)[nH]c(=O)c1N=Nc1ccccc1 (stereo not drawn),/,1.2%,/,/,-21%,
CCOc1ccc2nc(NC(=O)CSc3ccc(Cl)cc3)sc2c1,44%,6.0%,1%,?,-1%,
C=CC[C@@H]1Cc2c(Br)ccc(Br)c2[C@@H](CC=C)N1,6%,1.5%,-3%,-3%,-12%,
CCN(CC)c1ccc(NC(=O)CN2CCN(CC(=O)Nc3ccccc3F)CC2)cc1,24%,0.7%,-2%,4%,8%,
CCCCN(C(=O)Cn1ncc(Cl)c(Cl)c1=O)c1c(N)n(CC(C)C)c(=O)[nH]c1=O,52%,4.8%,-4%,-5%,-15%,
O=C(COC(=O)Cc1n[nH]c(=O)c2ccccc12)NNC(=O)c1ccc(Cl)cc1,17%,0.5%,/,0%,-17%,
Cc1ccc2c(c1)C(c1ccc(O)cc1)(c1ccc(O)cc1)C(=O)N2C,3%,i,6%,-7%,2%,
COc1ccc(-c2nc3ccccn3c2C=O)cc1,-2%,5.7%,-4%,-2%,1%,
CCCNC(=O)/C(C#N)=C1\N=C(NC(=O)c2cccs2)c2ccccc21,9%,2.4%,-1%,13%,2%,
CC(C)(C)NS(=O)(=O)c1ccc(-c2csnn2)s1,0%,i,4%,-5%,-2%,
C/C(=N\c1nc2ccccc2n1C)c1cc(Cl)ccc1O,4%,1.9%,-1%,-2%,-26%,
Cc1ccc(CSCCNS(=O)(=O)c2ccc([N+](=O)[O-])cc2)cc1,48%,0.3%,-8%,-6%,-3%,
Cc1ccc(S(=O)(=O)N2CCOCC2)cc1NC(=O)CSc1nnc(COc2ccccc2F)n1N,/,2.5%,/,/,-4%,

# Rows are unselected; any-hit rate near 1.6%.
